# SRC1 inh: human NCOA1 inhibition. Q15788. HEK293 GAL4-SRC1 luciferase reporter, luminescence. inhibition, % at 3.6 µM. actives 0.12% (n = 360,000). AID 588354;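 active = inhibition above the campaign mean plus 3 SD, with each screening campaign given its own cutoff, cut at about 60% in these data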;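 also: 0% = DMSO treated cells and 100% = gossypol at 36 µM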
# TROY signal inh: inhibitors of TROY-dependent NF-kB signaling; actives 0.98% (n = 360,000); AID 1347056; Q293 LMP1-TROYcd NF-kB luciferase reporter, 4 h; inhibition, % at 10 µM;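 active = compounds whose plate-normalised and pattern-corrected inhibition of the luciferase reporter signal at the single screening dose is 50% or more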
# TWEAK Fn14 block: inhibitors of TWEAK-Fn14 interaction signaling | TWEAK-stimulated Fn14 reporter cells, luciferase luminescence, 8 h | inhibition, % at 10 µM | actives 2% (n = 360,000) | AID 1159606; in the data active = inhibition above about 50%
# KKLEB tox: counter-screen for CF NF-kB inhibitors: cytotoxicity. KKLEB CF airway cells viability, ATPlite luminescence, overnight; hits give low values; cells stimulated with P. aeruginosa culture filtrate. activity change (cytotoxicity), % at 5 µM. actives 0.36% (n = 360,000);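 active = corrected activity change at or below -50% at 5 µM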
# SRC3 inh: human NCOA3 inhibition. Q9Y6Q9. HEK293 GAL4-SRC3 luciferase reporter, luminescence. inhibition, % at 3.6 µM. actives 0.17% (n = 360,000). AID 588352;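 active = inhibition above a per-campaign cutoff, the mean of all compounds plus 3 SD, cut at about 60% in these data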;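 also: 0% = DMSO-treated cells and 100% = gossypol-treated cells at 36 µM; higher means less SRC3-driven luciferase light from the GAL4 reporter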
# CF NFkB inh: cystic fibrosis NF-kB activation inhibition | AID 588850 | KKLEB NF-kB-GFP reporter, PAF-induced, GFP fluorescence overnight | inhibition, % at 5 µM | actives 0.86% (n = 360,000);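 active = at least 50% inhibition at 5 µM, scaled per plate between neutral and stimulator controls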;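 also: PAF is a Pseudomonas aeruginosa culture filtrate used as stimulus; plate controls were PAF-stimulated DMSO wells for no effect and unstimulated DMSO wells for full effect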
# NR2F2 inh: blocks human COUP-TFII nuclear receptor; inhibition, % at 8.6 µM; P24468; HEK293T NGFI-A luciferase reporter, luminescence; actives 0.7% (n = 370,000);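 active = inhibition above a per-plate cutoff, mean inhibition of test wells between control levels plus 3 SD, cut at about 38% in these data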;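 also: cells cotransfected with COUP-TFII expression vector driving the NGFI-A reporter; 0% = median of COUP-TF2 test wells and 100% = reporter-only cells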
# Target sequence (P24468 whole entry, looked up): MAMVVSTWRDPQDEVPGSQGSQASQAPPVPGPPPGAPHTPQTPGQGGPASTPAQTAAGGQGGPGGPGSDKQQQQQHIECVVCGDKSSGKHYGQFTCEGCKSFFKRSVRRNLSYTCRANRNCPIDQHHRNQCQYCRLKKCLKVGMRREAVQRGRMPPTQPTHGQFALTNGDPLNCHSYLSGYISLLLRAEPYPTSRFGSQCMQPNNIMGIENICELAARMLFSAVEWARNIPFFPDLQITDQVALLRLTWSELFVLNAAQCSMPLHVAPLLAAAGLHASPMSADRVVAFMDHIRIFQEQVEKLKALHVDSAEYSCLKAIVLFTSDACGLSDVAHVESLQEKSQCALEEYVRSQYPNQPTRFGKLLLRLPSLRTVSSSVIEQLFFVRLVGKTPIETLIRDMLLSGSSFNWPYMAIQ
# C8 TRAIL sens: caspase-8 TRAIL sensitization. NB7+C8 cells + TRAIL, ATPlite viability luminescence. inhibition (viability loss, TRAIL sensitization), % at 10 µM. actives 1% (n = 360,000);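 active = compounds causing at least 50% loss of cell viability in the single-dose screen, relative to plate controls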
# LRH-1 inv ag: suppresses constitutive activity of human LRH-1. O00482. inhibition, % at 3.6 µM. actives 0.13% (n = 360,000). HEK293T StAR-luciferase reporter, LRH-1 transfected, 24 h;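 active = inhibition above the mean inhibition of all tested compounds plus 3 SD, cut at about 73% in these data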;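 also: 0% = DMSO wells and 100% = reporter-only cells lacking LRH-1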
# Target sequence (O00482 whole entry, looked up): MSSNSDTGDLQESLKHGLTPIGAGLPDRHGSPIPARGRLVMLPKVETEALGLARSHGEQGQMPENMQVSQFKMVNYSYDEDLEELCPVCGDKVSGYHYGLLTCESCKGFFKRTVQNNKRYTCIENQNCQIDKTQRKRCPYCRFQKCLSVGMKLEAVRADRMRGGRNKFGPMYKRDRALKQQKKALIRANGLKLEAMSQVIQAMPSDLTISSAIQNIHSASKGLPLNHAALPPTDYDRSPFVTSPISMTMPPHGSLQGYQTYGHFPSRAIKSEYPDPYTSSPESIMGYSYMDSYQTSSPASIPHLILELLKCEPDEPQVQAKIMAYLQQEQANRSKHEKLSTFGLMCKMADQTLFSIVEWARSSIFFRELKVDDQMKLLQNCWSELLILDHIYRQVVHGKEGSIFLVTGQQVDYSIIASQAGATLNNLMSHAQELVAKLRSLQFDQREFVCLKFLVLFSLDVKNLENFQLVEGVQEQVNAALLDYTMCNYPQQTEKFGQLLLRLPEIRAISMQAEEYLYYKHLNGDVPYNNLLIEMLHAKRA
# NCOA2 inhibitor: inhibits human steroid receptor coactivator 2 | Q15596 | HEK293 GAL4-SRC2 luciferase reporter, luminescence | inhibition, % at 9 µM | actives 0.17% (n = 370,000) | AID 651957;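 active = inhibition above the mean inhibition of all tested compounds plus 3 SD, set per campaign, cut at about 52% in these data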;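 also: 0% = DMSO treated cells and 100% = cells given Gossypol at 36 µM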
# LMP1 NFkB inh: Epstein-Barr LMP1 NF-kappaB reporter inhibition. LMP1-induced NF-kappaB luciferase reporter cells, luminescence. inhibition, % at 12.5 µM. actives 0.69% (n = 350,000). AID 504558; in the data active = inhibition above about 41%;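 also: 0% = neutral control wells and 100% = reference inhibitor control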
# The depositor's hits bear a star; . = not tested or not shown.
SMILES,SRC1 inh,TROY signal inh,TWEAK Fn14 block,KKLEB tox,SRC3 inh,CF NFkB inh,NR2F2 inh,C8 TRAIL sens,LRH-1 inv ag,NCOA2 inhibitor,LMP1 NFkB inh
CC(=O)c1ccc(NC(=O)Cc2ccsc2)cc1,-65,-25,-10,-1,-50,6,-20,5,-83,-62,-3
CC(=O)NS(=O)(=O)c1ccc(NC(=O)c2cc(-c3ccc(C)c(C)c3)nc3ccccc23)cc1,-20,-40,-51,10,-17,-19,-9,1,-3,-13,-6
CCS(=O)(=O)NC(=O)C1(C)CCN1C(=O)Cc1ccc(Cl)cc1Cl (centres undefined),-8,-6,3,2,4,3,10,3,-13,-4,.
Cc1cc(NC(=O)c2c(Br)cnn2C)no1,-18,4,-6,0,20,2,17,-21,-23,9,1
Cc1nc(/C=C/c2ccccc2)[nH]c(=O)c1-c1ccccc1,-154,-5,64*,-7,-67,8,-62,-5,-134,-69,-1
N#CCCNS(=O)(=O)c1ccc(C(=O)OCCCOC(=O)c2ccc(S(=O)(=O)NCCC#N)cc2)cc1,-11,2,-6,18,-3,4,16,-2,11,2,-5
COc1cc(OC)cc(C(=O)OCC(=O)NC(c2ccccc2)c2ccccc2)c1,1,-15,-22,-7,18,7,6,13,3,-3,-4
CNC(=S)NNC(=O)CNc1ccc(C)c(Cl)c1,-4,27,-5,-3,8,-1,-1,-5,-11,2,-1
CCOc1cc(-c2c(C#N)c(N)nc3c2CCCC3)ccc1O,4,24,13,1,13,7,9,-7,-3,-4,-7
CCC(C)NC(=O)c1ccccc1NC(=O)c1ccc(CSc2ccccc2)cc1 (centres undefined),0,-32,-13,-5,-4,9,0,2,-8,14,-12
CCOC(=O)C1=C(COC(=O)[C@@H](NC(=O)c2cccc(C)c2)C(C)C)NC(=O)NC1C (some centres undefined),-4,-2,13,8,-5,-12,9,-12,11,6,-21
O=C(CSc1ccc(-c2ccco2)nn1)Nc1cccc(F)c1,-6,3,4,10,-43,-15,14,35,-7,0,13
C[C@H](CO)N1C[C@H](C)[C@@H](CN(C)C(=O)Nc2ccc(C(C)(C)C)cc2)OCc2cnnn2CCCC1=O,-4,3,-4,-4,-9,1,-8,-12,-25,-46,3
O=C(NCc1ccccc1F)C1CCCN1C(=O)NCc1ccccc1 (centres undefined),-20,11,-3,0,-13,-10,8,0,-7,-24,4
N#C/C(=C(/O)CN1CCOCC1)c1nc2ccccc2s1,-25,-53,2,8,-3,-1,5,16,-6,12,-2
O=S(=O)(c1ccc(F)cc1)N1CC2CCCN2c2ccc(C(F)(F)F)cc21 (centres undefined),2,-11,-1,2,-1,-9,18,2,16,8,-7
CCOc1ccc(N2CC(C(=O)NCCc3ccc(OC)c(OC)c3)CC2=O)cc1 (centres undefined),-10,2,-5,6,-3,4,3,0,5,-16,6
COc1ccccc1NS(=O)(=O)c1ccc2c(c1)N(C(C)=O)CC(C)S2 (centres undefined),4,-12,9,2,1,-4,20,-13,5,3,-11
CCCCCCN1CCN(C2CN(Cc3cn(Cc4cc(C)cc(C)c4)nn3)S(=O)(=O)C2)CC1 (centres undefined),.,17,-8,.,.,.,12,9,13,6,.
COc1cc(NC(=O)Nc2cccc(Cl)c2)c(OC)cc1NC(=O)CN1CCCCC1,-3,.,19,14,3,4,7,3,-3,10,-6
CCCN(CC1CC1)C(=O)COC(=O)c1ccc(C)cc1O,-5,-41,-19,-16,-2,2,-24,-11,15,23,-1
Cc1nc(-c2ccc(NC(=O)c3ccc(Br)o3)cc2)cs1,-63,-15,43,-1,-63,-19,-24,55*,-164,-56,-35
Cc1cc(C)c(NC(=O)COc2nc3ccccc3nc2C)c(C)c1,-13,0,6,7,6,-3,-20,-1,13,-60,10
COc1ccc(CN2CCN(S(=O)(=O)c3ccc(F)cc3)CC2)c(OC)c1OC,-7,4,-21,6,9,-3,0,-15,14,13,-1
Nc1ccnc(Oc2ccc(F)cc2)c1,-22,-3,-12,5,-6,2,-17,-3,-25,-10,2

# Quoted at random: 2 records from the list
SMILES,SRC1 inh,TROY signal inh,TWEAK Fn14 block,KKLEB tox,SRC3 inh,CF NFkB inh,NR2F2 inh,C8 TRAIL sens,LRH-1 inv ag,NCOA2 inhibitor,LMP1 NFkB inh
CC(=O)NS(=O)(=O)c1ccc(NC(=O)c2cc(-c3ccc(C)c(C)c3)nc3ccccc23)cc1,-20,-40,-51,10,-17,-19,-9,1,-3,-13,-6
N#C/C(=C(/O)CN1CCOCC1)c1nc2ccccc2s1,-25,-53,2,8,-3,-1,5,16,-6,12,-2

# Carrying on:
SMILES,SRC1 inh,TROY signal inh,TWEAK Fn14 block,KKLEB tox,SRC3 inh,CF NFkB inh,NR2F2 inh,C8 TRAIL sens,LRH-1 inv ag,NCOA2 inhibitor,LMP1 NFkB inh
CCOC(=O)c1cc(C(=O)NN)c(=O)[nH]c1C,2,-2,2,11,15,-7,6,-6,3,10,-13
COc1ccc(NC(=O)CS(=O)(=O)c2ccc(C)cc2)c(OC)c1,-18,-1,-3,1,6,-3,-5,-11,46,16,-4
Cc1ccc(NC(=O)CCS(=O)(=O)c2ccc3c(c2)NC(=O)C(C)S3)cc1Cl (centres undefined),10,21,19,-20,19,16,19,-7,-5,-3,-7
CN(C)S(=O)(=O)Oc1ccc(C(=O)Nc2cccc(C(F)(F)F)c2)cc1,11,15,54*,-3,9,-6,54*,30,1,-1,-14
O=C(NNC(=O)c1cccc(O)c1)Nc1ccc([N+](=O)[O-])cc1,8,-3,8,8,18,3,-18,-10,15,2,-4
Cc1ccc(Cl)c(NC(=O)CN2CCNC(=O)C2)c1Cl,1,2,4,1,10,-10,2,-7,0,-6,-3
Cc1ccc(-c2noc(CCC(=O)N3CCN(c4cc(C)ccc4C)CC3)n2)cc1,4,15,4,10,2,17,-1,-8,3,22,-6
Cc1ccc(SCC(=O)c2c(C)nc3ccccn23)cc1,-8,-8,0,2,4,19,17,-3,-20,17,-10
NNC(=O)CSCc1ccc(Cl)cc1Cl,7,7,1,13,0,-7,6,-16,12,11,0
COC(=O)[C@H]1Cc2cnoc2C[C@]1(C)C(=O)O,-28,-13,14,19,-1,-22,-12,3,8,11,1
CC(C)c1nccn1S(=O)(=O)c1cc([N+](=O)[O-])ccc1Cl,-4,9,4,3,-11,3,-1,0,-5,5,-8
CS(=O)(=O)N1CCc2cc(C(=O)N3CCOCC3)ccc21,6,2,6,6,-4,-7,-7,-13,8,-13,1
COc1cccc(C(=O)Nc2nc(-c3ccc(S(=O)(=O)N4CCOCC4)cc3)cs2)c1,42,64*,70*,-13,49,-5,-4,31,33,11,38
COc1ccc(C(O)c2nc(-c3cccc4cccnc34)cs2)cc1 (centres undefined),-4,-20,11,-4,-8,-16,-16,-5,14,-5,.
COc1ccc(NC(=O)c2cc(-c3ccco3)nc3ccccc23)cc1,-8,-15,-7,-10,-17,11,5,5,5,-38,-3
O=C(NCc1cccnc1)Nc1cccc(C(F)(F)F)c1,7,18,9,4,0,-9,-11,13,9,-17,-1
Nc1c(C(=O)C2CC2)sc2nc3c(cc12)CCC3,-101,-81,-18,2,-103,-2,-38,3,-130,-34,-48
COc1ccc(CNC(=O)c2ccccc2C(=O)O)cc1,-3,11,0,0,3,1,-2,-9,-1,7,3
COc1ccc(NC(=O)Cc2ccc(C)cc2)cc1S(=O)(=O)N1CCCCC1,-2,1,19,-11,9,39,4,-14,0,-6,7
COc1ccc(C(=O)OCC2CC(c3ccccc3)N(C)O2)cc1 (centres undefined),18,5,1,-6,-24,2,2,-8,6,-17,-3
CCOC(=O)C1=C(C)N=c2sc(=Cc3ccc(OCC(=O)O)cc3)c(=O)n2C1c1ccc(Cl)cc1 (centres undefined),-11,-13,8,3,-6,27,-32,1,-26,-2,.
O=c1oc2cc(O)ccc2cc1-c1nc2ccccc2o1,-91,-34,19,4,-42,-35,-40,25,-122,-73,.
CCOC(=O)C(C)N1C(=O)S/C(=C/c2ccc3c(c2)n(C)c(=O)n3C)C1=O (centres undefined),9,-31,-20,-16,11,-16,-30,4,-6,-15,7
CCCCCCNCc1c(F)cccc1Cl,1,-7,-19,-4,6,-9,3,-4,9,-1,-3
Cc1ccc(OCC(=O)NC2CC(C)(C)NC(C)(C)C2)cc1C,-13,1,9,24,-4,-23,3,-5,7,-23,-3
# Going on with the list:
SMILES,SRC1 inh,TROY signal inh,TWEAK Fn14 block,KKLEB tox,SRC3 inh,CF NFkB inh,NR2F2 inh,C8 TRAIL sens,LRH-1 inv ag,NCOA2 inhibitor,LMP1 NFkB inh
Cc1[nH]c(=O)[nH]c(=O)c1S(=O)(=O)Nc1ccc(F)cc1Cl,21,4,17,27,-2,-5,-3,6,-3,13,8
CC(C)OCCCNC(=O)CCSc1ccc(Cl)cc1,-8,6,5,0,-6,13,16,-4,11,-17,2
Cc1nnc(SCC2=C(C(=O)O)N3C(=O)C(NC(=O)Cn4nc(C(F)F)cc4C)C3SC2)s1 (centres undefined),0,-17,-6,-13,2,12,-7,3,2,-11,6
CC(=O)Nc1ccc(C(=O)OCC(=O)N2CC3(C)CC2CC(C)(C)C3)cc1 (centres undefined),-2,-3,0,-13,-8,-21,4,-5,-5,22,-5
CC1(C)OC1COc1c2ccoc2cc2oc(=O)ccc12 (centres undefined),-3,3,5,-9,-6,-17,-8,1,4,6,3
O=C(COc1ccc2c(C(F)(F)F)cc(=O)oc2c1)Nc1ccc2c(c1)OCCO2,-16,-6,1,9,2,0,8,-3,2,-11,3
CC(=O)NCC(=O)OCC(=O)c1ccc2ccccc2c1,0,-6,-21,-2,-16,6,8,-7,14,-3,3
CC1CN(C(=O)C2CCCC2)C(C)CN1C(=O)C1CCCC1 (centres undefined),10,6,-11,4,24,-19,-2,2,-16,-50,-3
CCN1C(=O)/C(=C/c2cn(C)nc2C)SC1=S,1,-32,-8,-10,-3,3,-6,2,-1,-4,-1
CC(=O)c1ccc(N2CCN(C(=O)CCCc3nc4ccccc4s3)CC2)cc1,-6,10,3,0,14,-21,16,23,-4,5,-2
CC(=O)c1ccc(-c2ccc(C(=O)Nc3nc(C)c(C(C)=O)s3)o2)cc1,3,1,4,8,-3,-27,-28,14,-11,14,5
Fc1ccccc1Nc1ncnc2c1nnn2Cc1ccccc1,-11,-17,14,-21,9,14,1,7,-2,9,0
CC1(C)Oc2ccc3ccc(=O)oc3c2C[C@H]1O[C@@H]1O[C@H](CO)[C@@H](O)[C@H](O)[C@H]1O,-17,-4,10,-3,-11,-11,-2,-7,9,-9,-8
Cc1occc1C(=O)/C(C#N)=C/c1ccc(O)c(Br)c1,-2,21,19,-9,-12,8,-10,4,6,-2,8
O=C(CCCn1c(SCC(=O)Nc2ccccc2Cl)nc2ccccc2c1=O)NCC1CCCO1 (centres undefined),0,-14,-22,15,7,0,-2,-17,14,-15,-1
CC(=O)Oc1ccc2nc(-c3ccco3)oc(=O)c2c1,1,-1,-8,5,3,-6,-27,-5,-3,-6,4
CCC(CCNC(=O)c1ccccc1)(CCNC(=O)c1ccccc1)[N+](=O)[O-],5,-1,13,-10,0,12,1,-15,10,14,1
CCN(CC)c1ccc(/C=N/NC(=O)c2ccco2)c(O)c1,-14,-19,-17,-2,-31,-23,-88,45,-59,3,69*
Cc1cc(C)cc(-n2c(SCC(=O)NCc3ccco3)nc3ccccc3c2=O)c1,13,-1,0,-9,20,-1,4,0,-2,16,2
O=C(CNS(=O)(=O)c1ccc(Br)cc1Cl)OCC(=O)N1CCCC1=O,-19,3,-4,0,5,10,11,-4,2,-3,0

# Assay outcomes (PubChem BioAssay)
